Screens (PubChem BioAssay)
GLD-1 RNA inh: GLD-1/TGE RNA complex disruptors, primary screen, biochemical, fluorescence polarization. AID 2280, 2010. Female germline-specific tumor suppressor gld-1 (Caenorhabditis elegans), Q17339. 0.44% of 320,000 active. inhibition, % at 5.96 µM. purified GLD-1 + fluorescein TGE RNA;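 active = percent inhibition above a per-plate cutoff, the plate mean of test compounds plus 3 SD, cut at about 30% in these data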;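 also: 0% = DMSO wells with GLD-1 and probe and 100% = wells lacking GLD-1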
MEX-5 binding: MEX-5 zinc finger RNA-binding disruptors – biochemical, C. elegans, fluorescence polarization, MLPCN library, primary screen. Zinc finger protein mex-5 (Caenorhabditis elegans), Q9XUB2. 0.38% of 300,000 active. activity score (negative = inhibition of binding), % at 10 µM. MEX-5/FITC-TCR2 RNA binding; active compounds read low;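 active = inhibition past about -25% in most replicates, and total fluorescence under double the plate's negative control median, limit read from the data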;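 also: 0% = DMSO and -100% = 5 µM competing unlabeled TCR2 RNA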
AHR activator: AHR activators, primary screen, cell-based, luminescence, luciferase reporter, human; Aryl hydrocarbon receptor (Homo sapiens), P35869; activation, % at 5 µM; AHR-responsive luciferase reporter cells; 2.5% of 320,000 active; in the data active = activation above about 47%;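 also: 0% = vehicle wells and 100% = reference agonist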
BCLXL inh: inhibitors of human Bcl-xL, primary screen, biochemical, fluorescence polarization, HTS; Bcl-2-like protein 1 (Homo sapiens), Q07817; GST-Bcl-xL / FITC-Bim BH3 peptide fluorescence polarization; inhibition, % at 10.9 µM; 0.7% of 320,000 active;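 active = inhibition above the mean of all tested compounds plus 3 SD, cutoff set per campaign, cut at about 30% in these data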;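 also: 0% = DMSO wells and 100% = unlabeled Bim-BH3 peptide competitor; inhibitors lower millipolarization by displacing the labeled peptide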
Target sequence (Q07817 whole entry, looked up): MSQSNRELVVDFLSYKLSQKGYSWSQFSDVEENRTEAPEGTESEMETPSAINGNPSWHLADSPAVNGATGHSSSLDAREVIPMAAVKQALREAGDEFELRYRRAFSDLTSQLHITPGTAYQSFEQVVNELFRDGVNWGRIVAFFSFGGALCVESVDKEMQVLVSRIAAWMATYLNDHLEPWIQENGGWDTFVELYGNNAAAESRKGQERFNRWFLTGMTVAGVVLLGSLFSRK
pPAFAH inh: pPAFAH enzyme inhibitors, primary screen, biochemical, fluorescence polarization, human; 1.5% of 330,000 active; inhibition, % at 3.39 µM; recombinant pPAFAH, FP-rhodamine probe fluorescence polarization;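 active = inhibition above the mean inhibition across the screen plus 3 SD, cut at about 25% in these data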;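 also: inhibitors block binding of the rhodamine activity-based probe so polarization drops; 0% = enzyme with DMSO and 100% = wells lacking pPAFAH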
Fam108B counter: mouse Fam108B serine hydrolase inhibitors, primary screen, counter-screen for RBBP9 inhibitor project, biochemical, fluorescence polarization. recombinant Fam108B, FP-Rh probe fluorescence polarization. inhibition, % at 9.51 µM. 0.33% of 300,000 active;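 active = inhibition above the screen mean inhibition plus 3 SD, computed separately per campaign, cut at about 18% in these data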;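 also: inhibitors lower polarization as less probe binds the enzyme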
MCL1 BIM primary: inhibitors of MCL1 binding to BIM-BH3, primary screen, biochemical, fluorescence polarization; Induced myeloid leukemia cell differentiation protein Mcl-1 (Homo sapiens), Q07820; inhibition, % at 10.9 µM; AID 2057, 2009; GST-MCL1 / FITC-Bim-BH3 fluorescence polarization; 0.68% of 320,000 active;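 active = inhibition above the mean inhibition of all tested compounds plus 3 SD, set per campaign, cut at about 40% in these data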;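 also: 0% = DMSO wells and 100% = unlabeled Bim-BH3 peptide control; higher means more loss of mP so more displacement of Bim peptide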
Target sequence (Q07820 whole entry, looked up): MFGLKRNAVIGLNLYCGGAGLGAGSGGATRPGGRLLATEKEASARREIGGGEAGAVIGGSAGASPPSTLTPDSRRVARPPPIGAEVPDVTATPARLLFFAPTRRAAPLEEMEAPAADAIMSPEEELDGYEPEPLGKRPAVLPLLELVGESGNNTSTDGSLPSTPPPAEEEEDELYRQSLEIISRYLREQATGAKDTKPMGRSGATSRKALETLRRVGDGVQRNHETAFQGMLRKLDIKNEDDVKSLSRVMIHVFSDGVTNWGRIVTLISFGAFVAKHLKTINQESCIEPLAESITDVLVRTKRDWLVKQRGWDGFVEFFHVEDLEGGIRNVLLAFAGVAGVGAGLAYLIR
PME-1 inh: PME-1 inhibitors via competitive probe labeling, primary screen, biochemical, fluorescence polarization, FP-Rh probe, HTS; Protein phosphatase methylesterase 1 (Homo sapiens), Q9Y570; 0.53% of 320,000 active; recombinant PME-1; inhibition, % at 5.9 µM; AID 2130, 2009;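 active = inhibition above the campaign mean of all compounds plus 3 SD, cut at about 26% in these data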;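 also: competitive labeling of PME-1 active site by serine hydrolase directed probe; 0% = PME-1 with DMSO and 100% = wells lacking PME-1 enzyme; inhibitors block probe labeling so polarization falls and inhibition rises; many of its hits are not listed in these tables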
Target sequence (Q9Y570 whole entry, looked up): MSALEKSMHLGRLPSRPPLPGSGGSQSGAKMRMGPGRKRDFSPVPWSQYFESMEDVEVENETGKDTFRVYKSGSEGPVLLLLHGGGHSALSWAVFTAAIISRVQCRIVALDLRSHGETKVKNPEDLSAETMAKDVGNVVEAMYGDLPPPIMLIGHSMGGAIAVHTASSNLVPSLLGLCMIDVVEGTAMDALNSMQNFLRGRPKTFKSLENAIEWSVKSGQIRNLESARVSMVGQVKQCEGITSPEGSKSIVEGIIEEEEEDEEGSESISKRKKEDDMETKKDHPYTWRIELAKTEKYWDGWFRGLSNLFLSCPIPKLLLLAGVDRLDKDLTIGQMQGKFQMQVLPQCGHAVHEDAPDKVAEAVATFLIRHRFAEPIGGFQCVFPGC
PAFAH1B2 inh: PAFAH1B2 enzyme inhibitors, primary screen, biochemical, fluorescence polarization, human. AID 492953, 2010. recombinant PAFAH1B2, FP-rhodamine activity probe. Platelet-activating factor acetylhydrolase IB subunit alpha2 (Homo sapiens), P68402. inhibition, % at 3.39 µM. 1.2% of 340,000 active;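 active = inhibition above the mean of all tested compounds plus 3 SD, cut at about 24% in these data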;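 also: 0% = enzyme with DMSO and 100% = wells lacking PAFAH1B2; many of its hits are not listed in these tables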
* = called active by the depositor; . = no result given.

SMILES	GLD-1 RNA inh	MEX-5 binding	AHR activator	BCLXL inh	pPAFAH inh	Fam108B counter	MCL1 BIM primary	PME-1 inh	PAFAH1B2 inh
COc1cc(C=O)ccc1OCc1ccccc1Br	-4	2.0	12	-2	14	-2	-5	-1	1
CCOC(=O)c1sc2nc(C)c([N+](=O)[O-])c(COC)c2c1N	-5	-0.3	25	-1	5	1	-3	-4	-1
O=C1CSC(=NC(=O)c2ccccc2)N1	4	-0.8	13	4	4	3	9	1	-5
CC(=O)c1cccc(N(CC(=O)O)S(C)(=O)=O)c1	2	0.3	0	4	1	4	6	2	-1
Cc1ccc(CNc2nc(-c3cccs3)nc3ccccc23)cc1	-4	-1.7	34	7	-21	-21	5	-33	-7
O=C(CSCc1ccc([N+](=O)[O-])cc1)NCCSCc1ccccc1	8	-0.8	1	-1	11	0	-2	2	14
O=C(c1ccc([N+](=O)[O-])cc1)n1nc(-c2ccccc2)nc1NCc1ccc(F)cc1	24	0.6	1	38*	-2	7	37	-13	4
C[C@H](CO)N1C[C@H](C)[C@@H](CN(C)C(=O)Nc2ccc3c(c2)OCO3)Oc2ccc(NS(=O)(=O)c3ccc(F)cc3)cc2C1=O	0	.	2	.	23	.	.	.	-4
CC1(C)NC(=O)N(CC(O)CN(c2ccccc2)S(=O)(=O)c2ccc([N+](=O)[O-])cc2)C1=O (stereo unspecified)	4	0.9	0	4	2	-2	-1	3	4
O=C(CN(C(=O)Cn1nnc(-c2cccs2)n1)c1cnc2ccccc2c1)NCC1CCCO1 (stereo unspecified)	6	0.2	0	-1	1	2	3	-1	7
O=C1CCC(=O)N1c1nc2nc(-c3ccccc3)cc(-c3ccccc3)n2n1	2	-1.6	1	2	5	-3	-2	2	1
c1ccc(OCCSc2nnc3sc4ccccc4n23)cc1	-4	4.0	-6	3	-1	-5	0	-5	6
CC(=O)c1ccc(NC(=S)N2CC(C)CC(C)C2)cc1 (stereo unspecified)	-5	-2.4	-2	2	4	11	8	5	12
Cc1cc(SCC(=O)Nc2cccnc2Cl)nc2ccccc12	2	-1.6	6	0	3	-6	-4	-2	1
CCc1nnc(NS(=O)(=O)c2ccc(NC(=S)NC(=O)c3ccc(OC)cc3)cc2)s1	3	0.1	3	5	3	-2	8	0	-5
Cn1c(N2CCOCC2)nc2c1c(=O)n(Cc1ccc(Cl)c(Cl)c1)c(=O)n2C	1	.	1	5	10	0	4	6	-1
COCCNc1oc(-c2ccc(C)cc2)nc1C#N	4	-0.2	21	-2	10	0	6	5	3
CCOC(=O)/C(=C\c1ccc([N+](=O)[O-])cc1)C(=O)c1cc(C(C)=O)c(Nc2ccccc2)s1	-3	0.5	1	1	-4	0	0	-2	-2
Cc1ccc(CN2C(=O)N/C(=C\c3ccc(-c4ccc(C(=O)O)cc4C)o3)C2=O)cc1	7	.	0	12	5	10	24	6	13
C/C(=C\C(=O)c1ccc(C)o1)Nc1ccc2c(c1)OCO2	9	1.6	14	0	4	0	-3	2	0

Among those listed so far, these have an aryl methoxy group.
SMILES	GLD-1 RNA inh	MEX-5 binding	AHR activator	BCLXL inh	pPAFAH inh	Fam108B counter	MCL1 BIM primary	PME-1 inh	PAFAH1B2 inh
COc1cc(C=O)ccc1OCc1ccccc1Br	-4	2.0	12	-2	14	-2	-5	-1	1
CCc1nnc(NS(=O)(=O)c2ccc(NC(=S)NC(=O)c3ccc(OC)cc3)cc2)s1	3	0.1	3	5	3	-2	8	0	-5

Continued:
SMILES	GLD-1 RNA inh	MEX-5 binding	AHR activator	BCLXL inh	pPAFAH inh	Fam108B counter	MCL1 BIM primary	PME-1 inh	PAFAH1B2 inh
CC(C)(C)NC(=O)C(c1ccncc1)N(C(=O)Cn1nnc(-c2ccc(F)cc2)n1)c1cccc(F)c1 (stereo unspecified)	-10	0.2	-3	-5	-3	-7	-14	-1	5
O=C(COC(=O)CCc1ccccc1)NC(c1ccccc1)c1ccccc1	-2	0.1	4	9	11	3	17	7	11
C=CCN1C(=O)CSc2ccc(C(=O)NCCC3=CCCCC3)cc21	3	-0.4	5	1	9	1	4	1	8
CC(=O)c1nn(-c2cccc(Br)c2)cc1C(=O)c1ccc(Br)cc1	9	-2.3	-1	3	4	0	6	16	2
CN1C(=O)NC(c2ccc(O)cc2)C2=C1CN(c1ccccc1)C2=O (stereo unspecified)	2	-0.4	0	1	3	-1	-4	0	3
CCOc1ccc(/C=C(\C#N)C(=O)Nc2ccccn2)cc1	2	-0.9	6	5	-1	0	12	1	0
CCOc1ccc(N2C(=O)c3cccnc3C2Nc2ccc(OC)cc2)cc1 (stereo unspecified)	2	-4.2	4	-4	7	2	0	4	0
O=C(COc1nsnc1N1CCOCC1)Nc1ccc([N+](=O)[O-])cc1	7	0.2	4	3	0	0	0	3	3
O=C(CCCCCn1c(=O)[nH]c2ccccc2c1=O)NCCCN1CCN(c2ccccc2F)CC1	-6	-2.0	2	-3	5	0	-11	8	1
Cc1cc(OCC(=O)NCC(O)c2ccccc2)c2c(C)c(C)c(=O)oc2c1 (stereo unspecified)	0	1.4	6	2	6	4	10	1	0
COc1ccc(-n2c(=O)c3ccccc3n(CC(=O)NC3CCCC3)c2=O)c(OC)c1	6	0.3	-3	4	0	-2	3	12	3
CC1CCCC(C)N1/N=C/c1cc(Br)c(O)c(Br)c1 (stereo unspecified)	1	2.9	2	4	2	0	6	3	.
CCCCc1c(O)nc(SCC(=O)c2ccccc2)n(-c2ccccc2)c1=O	4	1.9	6	1	22	0	12	0	0
C/C(=N\NC(=O)C1(C)CC1(Br)Br)c1ccc(NC(=O)c2ccc(C)o2)cc1 (stereo unspecified)	5	-0.3	16	6	5	4	6	-2	1
O=C(CSc1nnc(-c2ccccn2)n1Cc1ccco1)c1ccc(-c2ccccc2)cc1	-2	-2.0	0	-1	11	-10	-4	-15	-5
CCC(Oc1cccc(Cl)c1)C(=O)N1CCCN(C)CC1 (stereo unspecified)	1	-0.6	2	6	-3	-1	8	1	11
Nc1nc(-c2ccc(NC(=O)c3ccco3)cc2)cs1	2	2.1	4	1	4	1	0	5	5
CCCCCn1c(=O)[nH]c2cc(C(=O)NCCN3CCC(C)CC3)ccc2c1=O	0	0.6	-1	-4	0	1	-6	-2	4
N/C(=N\OCC(=O)Nc1ccccc1)c1nonc1N	7	0.7	1	3	4	2	14	-2	3
CC/C(=N\NC(=O)c1ccc(N2CCCC2=O)cc1)c1ccccc1	-9	1.3	0	0	2	-5	0	-7	2
CCn1c(O)c(N=NC(=O)CNC(=O)Cc2ccccc2)c2ccccc21	2	0.2	5	4	2	-5	-6	4	5
COc1ccc(N2CCN(C(=O)c3ccc(C)cc3)CC2)c([N+](=O)[O-])c1	4	0.4	4	12	10	3	8	-1	1
Cn1nc2c3ccccc3n(Cc3ccccc3)c2nc1=S	2	2.5	7	2	1	-2	0	1	-2
CC(C)CC1(C(=O)NCCN2CCOCC2)C=CCN1C(=O)c1ccccc1 (stereo unspecified)	-10	-0.3	-1	5	2	3	-6	3	-3
CCOC(=O)N1CCN(C(=O)c2cc(OC)cc(OC)c2)CC1	1	-1.2	-2	1	-1	0	3	-1	1
COC(=O)c1c(-c2ccccc2OC)sc2ccc(OC)cc12	1	.	15	3	7	.	6	2	4
O=C(CCN1CCN(CCO)CC1)Nc1ccc(Br)cc1	-1	1.4	-1	10	1	2	4	2	-4
O=C(CCC(=O)OCC(=O)c1cccc([N+](=O)[O-])c1)NC1CCCCC1	3	1.4	4	-1	5	-4	-8	-3	5
CCOC(=O)c1ccc(N=c2sc(C(=O)OC)cc(=O)n2-c2ccc(C(=O)OCC)cc2)cc1	4	1.4	0	1	-13	-31	4	-50	-9
COc1ccc(OC)c2c1sc(=NC(=O)C1COc3ccccc3O1)n2C (stereo unspecified)	5	1.5	1	-1	2	1	-7	0	5
O=C1c2cccc3cccc(c23)C(=O)N1c1nccs1	8	0.0	-5	-2	5	-1	-2	-9	1
CCCSc1nc2sc3c(c2c(=O)n1CC)CC(C)(C)OC3	0	0.6	3	1	2	4	-2	-2	0
Oc1[nH]c2ccccc2c1N=Nc1nc(Nc2ccccc2)nc(N2CCOCC2)n1	-2	-2.4	-5	-19	2	-32	-16	-3	-2
CN(C)CCCNCCCNC(=O)c1ccccn1	1	0.1	0	4	4	0	-2	6	-1
Cc1ccc(C)c2sc(N)nc12	-3	-1.7	2	4	-3	2	-1	5	4
CCc1ccc(S(=O)(=O)Nc2c(C)n(C)n(-c3ccccc3)c2=O)cc1	-7	-1.0	4	3	5	3	0	-4	3
Cc1cccc([C@@H]2[C@@H]3C(=O)N(Cc4ccccc4)C(=O)[C@@H]3[C@]3(CC(C)C)C(=O)N(c4cccc(F)c4)C(=O)N23)c1	6	1.9	2	0	-2	-3	0	-5	6
CS(=O)(=O)N(CC(=O)Nc1c(F)cccc1F)c1cccc([N+](=O)[O-])c1	12	-2.0	1	5	2	3	6	0	5
Cc1ccc(N/C=C/C(=O)c2ccc(C)cc2)cc1	-11	-2.2	-1	-7	5	4	-5	1	1
COCC(C)n1c(SCC(=O)c2cc(C)n(C)c2C)nc2ccccc2c1=O (stereo unspecified)	-9	-0.9	4	0	-2	-5	1	2	-2
c1cn2cc(CN3CCOCC3)nc2s1	-2	-1.3	5	-1	5	-1	4	5	0
Cc1ccc(C(=O)N/C(=C/c2ccco2)C(=O)NCCCn2ccnc2)cc1	4	1.4	18	8	0	-3	6	0	2
CCc1noc(C)c1C(=O)OCC(=O)NCc1ccc(Cl)cc1	-3	.	2	.	2	.	.	.	8
CCS(=O)(=O)c1ccc2oc(SCC(=O)NC(C)C3CC4CCC3C4)nc2c1 (stereo unspecified)	4	-4.3	3	0	2	-2	-1	4	16
Cc1[nH]nc2c1[C@@H](c1ccccc1[N+](=O)[O-])C(C#N)=C(N)O2	-1	-3.9	16	11	3	0	8	-4	1
COc1ccc(CCNc2oc(Cc3ccccc3)nc2C#N)cc1OC	3	0.7	0	2	8	-1	-2	5	5
COc1ccccc1N1C(=O)CC(N2CCN(c3ccc(Cl)cc3)CC2)C1=O (stereo unspecified)	4	-0.7	1	-3	5	6	-3	0	8
CCOc1cc(/C=C2/NC(=O)N(Cc3ccccc3F)C2=O)ccc1O	-5	0.7	6	3	8	5	0	9	3
Fc1cccc(Cl)c1CSc1nnc(-c2ccncc2)o1	-2	-2.0	10	3	8	1	3	2	2
CCCSc1nnc2[nH]c(=O)cc(N)n12	8	-0.5	10	-2	0	6	8	-2	-1
CCN1CCN(C(=O)c2ccc(-c3nc4ccccc4s3)s2)CC1	-2	-1.9	1	2	2	-5	-8	2	5
CC(C)(C)[C@@H]1C=C(C(=O)N2CCN(Cc3ccc4c(c3)OCO4)CC2)O[C@H](OCc2ccc(CO)cc2)C1	-1	-2.4	-2	7	1	-1	6	1	0
COCCNC(=S)N1CCC(c2nc(-c3ccc(N(C)C)cc3)no2)CC1	2	-2.0	-1	1	10	5	14	6	3

Some of the compounds tested, so the mix of outcomes need not match the whole.
